BAZ2B inh – blocks human BAZ2B. hit rate 4.4% among 360,000. Potency, µM (series often up to 114 µM), without a hit: at the highest dose activity change, negative = inhibition, actives largely listed as inhibitors. AlphaScreen BAZ2B-H3K14Ac peptide displacement. Q9UIF8; further: potency means the concentration at half of the fitted maximal effect; on the % scale 0 is the no-effect control and ±100 the full control effect; nearly all actives have a fitted effect of over 60% in size
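AlphaScreen displacement: compounds (up to 110uM) incubated 30 min at room temperature with a preformed 50 nM BAZ2B/50 nM biotinylated H3K14Ac peptide complex in PBS pH 7.4 with Tween-20. Donor and acceptor beads at 10 ug/mL final added, 20 min light-protected before reading.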
HP1b binding inh – HP1-beta chromodomain-methylated histone interaction inhibition. AlphaScreen HP1-beta / biotin-H3K9me3 peptide binding. Potency, µM (series often up to 114 µM), inactives show top-dose activity change, negative = inhibition, hits mostly inhibitors. P83916. hit rate 0.56% among 390,000; further: potency means the concentration at half of the fitted maximal effect; nearly all actives have a fitted effect of over 70% in size; inactives centre near 23
Target sequence (P83916 whole entry, looked up): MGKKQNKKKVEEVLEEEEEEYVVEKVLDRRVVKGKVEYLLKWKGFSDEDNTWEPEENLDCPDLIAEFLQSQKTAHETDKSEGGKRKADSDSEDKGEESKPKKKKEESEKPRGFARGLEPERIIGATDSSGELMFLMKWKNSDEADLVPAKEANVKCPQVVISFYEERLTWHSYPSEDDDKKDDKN
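AlphaScreen: HP1-beta (50 nM) preformed 30 min with biotin-H3(1-18)K9me3 peptide (50 nM) in PBS pH 7.4, 0.01% Tween-20. Compound added for 30 min at RT, then streptavidin donor/nickel chelate acceptor beads (10 ug/mL) for 30 min.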
PI4K2A inh – blocks human PI4K2A kinase activity. Q9BTU6. purified PI4K2A, ADP-Glo luminescence, 1 h; hits give low values. activity change, negative = inhibition, % at 76.9 µM. hit rate 0.13% among 420,000. AID 1346378; in the data active means activity change below about -50%; inconclusive means mostly about -30% to -49%;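 further: -100% = wells without enzyme as full effect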
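PI4K2A activity was measured by ADP-Glo luminescence: enzyme (4 ug/mL stock) and phosphatidylinositol (1.2 mM stock) in Tris pH 7.5/MgCl2/EGTA/Triton X-100 buffer were reacted with ATP (300 microM stock) for one hour at ambient temperature.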
JMJD2A Tudor – blocks the human JMJD2A Tudor domain; O75164; AlphaScreen JMJD2A-Tudor / H3K4me3 peptide binding; Potency, µM (titrated, usually from 114 µM), for the others: at the top dose activity change, negative = inhibition, usual class: inhibitors; hit rate 4.4% among 390,000; further: potency means the concentration at half of the fitted maximal effect; on the % scale 0 is the no-effect control and ±100 the full control effect; nearly all actives have a fitted effect of over 50% in size
ERG Ets-DNA blk – inhibitors of human ERG Ets domain-DNA interaction. P11308. fluorescence polarization, His-ERG Ets domain / labelled DNA. Potency, µM (titrated, usually from 76.9 µM), inactives show at the highest dose FP activity, negative = inhibition, hits mostly inhibitors. hit rate 0.028% among 370,000; active means well fitted inhibition curve with a large enough effect in the polarisation, with a control signal flat; inconclusive means small, poorly fitted or top-dose-only effect, or effect the other way, or a change in a side signal; inactive means no such curve, though single readings can be large or run the other way; the % refers to the polarisation;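 further: polarization taken with two DNA probes labelled with fluorescein and Texas red; potency means the concentration at half of the fitted maximal effect; % of control where 0% means no effect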
Target sequence (P11308 whole entry, looked up, the tested form may be a part): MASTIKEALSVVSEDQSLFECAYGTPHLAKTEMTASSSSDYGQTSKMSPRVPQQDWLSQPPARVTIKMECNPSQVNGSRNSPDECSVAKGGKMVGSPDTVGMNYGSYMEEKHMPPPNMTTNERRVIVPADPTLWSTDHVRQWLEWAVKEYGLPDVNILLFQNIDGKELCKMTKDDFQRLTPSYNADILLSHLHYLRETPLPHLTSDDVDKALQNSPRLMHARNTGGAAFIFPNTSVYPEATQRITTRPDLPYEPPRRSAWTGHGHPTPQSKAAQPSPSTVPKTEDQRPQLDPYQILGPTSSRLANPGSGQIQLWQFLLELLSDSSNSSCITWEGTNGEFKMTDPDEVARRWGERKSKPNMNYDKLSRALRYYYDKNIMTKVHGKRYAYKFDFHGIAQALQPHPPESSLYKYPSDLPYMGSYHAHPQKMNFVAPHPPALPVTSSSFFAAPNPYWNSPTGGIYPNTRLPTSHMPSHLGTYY
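His-tagged ERG Ets domain (1 uM in the protein solution; 300mM KCl, 50mM Tris-HCl, 1mM EDTA, 1mM DTT, pH 7.5) received compound, then a probe mix of 5 nM fluorescein-DNA and 100nM Texas-615-DNA. Fluorescence polarization was read for both dyes.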
12-LOX inh – inhibitors of human 12S-lipoxygenase ALOX12; purified 12hLO, xylenol orange hydroperoxide absorbance; Potency, µM (doses to about 108 µM), inactives show top-dose activity change, negative = inhibition, usual class: inhibitors; AID 1671190; hit rate 1.1% among 580,000; P18054; further: potency means the concentration at half of the fitted maximal effect; on the % scale 0 is the no-effect control and ±100 the full control effect
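Purified human 12hLO at 150 nM in 25 mM Hepes, 0.01% Triton X-100, pH 7.0, preincubated 15 min at room temperature with compound. Reaction started with 40 uM arachidonic acid, 30 min at room temperature. Hydroperoxide measured by Fe-xylenol orange, 573/405 nm absorbance ratio.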
G9a inh – inhibitors of human histone lysine methyltransferase G9a. Q96KQ7. G9a H3K9 monomethylation, AlphaScreen, 2 h. Potency, µM (series often up to 102 µM), inactives show at the highest dose activity, negative = inhibition, usual class: inhibitors. hit rate 8.8% among 350,000. AID 504332; further: potency means the concentration at half of the fitted maximal effect; on the % scale 0 is the no-effect control and ±100 the full control effect; nearly all actives have a fitted effect of over 75% in size
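AlphaScreen read-out: biotin-H3K9 peptide (500 nM) methylation by 20 nM enzyme with 20 uM SAM, 2 h at room temperature after 15 min compound preincubation; anti-monomethyl H3K9 antibody plus donor/acceptor beads, 10 min dark.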
GLS inh – inhibitors of human glutaminase (GLS). hit rate 0.21% among 410,000. AID 624170. GLS enzymatic activity, qHTS titration. Potency, µM (titrated, usually from 45.5 µM), without a hit: at the highest dose activity change, negative = inhibition, usual class: inhibitors; further: potency means the concentration at half of the fitted maximal effect; on the % scale 0 is the no-effect control and ±100 the full control effect
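Two-point fluorescence kinetic (t0, 30 min RT) for hKGA; glutamate detected via glutamate oxidase–HRP–Amplex Red. Substrate: 1 mM L-glutamine solution; buffer 45 mM KH2PO4, pH 8.2.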
RGS4 inhibitor – blocks human RGS4-accelerated GTP hydrolysis | Potency, µM (highest dose often 114 µM), without a hit: top-dose activity change, negative = inhibition, most hits filed as inhibitors | P49798 | hit rate 0.039% among 390,000 | AID 504845 | Transcreener GDP fluorescence polarization, RGS4-accelerated GTP hydrolysis; further: potency means the concentration at half of the fitted maximal effect; on the % scale 0 is the no-effect control and ±100 the full control effect; nearly all actives have a fitted effect of over 75% in size; some results filed as inactive show a strong effect at the top dose
Target sequence (P49798 whole entry, looked up): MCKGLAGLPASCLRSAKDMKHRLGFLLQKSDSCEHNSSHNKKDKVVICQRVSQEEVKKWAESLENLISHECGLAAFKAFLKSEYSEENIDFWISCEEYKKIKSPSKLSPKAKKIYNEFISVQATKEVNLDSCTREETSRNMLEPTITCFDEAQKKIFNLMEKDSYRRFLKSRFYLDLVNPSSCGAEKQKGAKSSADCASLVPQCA
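MLSMR compounds (23 nl, pin-transferred) preincubated 10 min at room temperature with a 500nM (2x) first reagent, then RGS4 at 900nM (2x) plus Transcreener GDP mix added; fluorescence polarization (620/688 nm) read before and after 90 min at 30 °C.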
An asterisk follows results filed as active; & = joins results of further samples; [ ] = dose if it differs, or a comment. Unless noted, the call rests on the fitted dose curve; in most records, active means well fitted curve in the direction sought with a large enough effect; inconclusive means small, poorly fitted or top-dose-only effect, or another doubt; inactive means no such curve, though single readings can be large; an effect the other way counts as inactive or inconclusive. A portion of the library; the hit share may differ from the screen's.

How did CC(C)Nc1nc(NC(C)C)nc(SCCOC(=O)Nc2ccc(Cl)cc2Cl)n1 do in these assays?
BAZ2B inh: -2%; HP1b binding inh: 47%; PI4K2A inh: 4; JMJD2A Tudor: -1%; ERG Ets-DNA blk: 3%; 12-LOX inh: -21%; G9a inh: 14%; GLS inh: -7%; RGS4 inhibitor: -2%

Results for CC(CC(=O)Nc1ccc2c(c1)OCCO2)c1ccccc1 (configuration not stated) ?
BAZ2B inh: -3%; HP1b binding inh: 18%; PI4K2A inh: -2; JMJD2A Tudor: 6%; ERG Ets-DNA blk: 5%; 12-LOX inh: 0%; G9a inh: -33%; GLS inh: 11%; RGS4 inhibitor: 21%

How did CN1C(CCl)Nc2cc(Cl)c(S(N)(=O)=O)cc2S1(=O)=O (configuration not stated) do in these assays?
HP1b binding inh: 25%; PI4K2A inh: 1&2; JMJD2A Tudor: -1%; 12-LOX inh: 3%; G9a inh: 10%[12.7 µM]; GLS inh: 0%&1%; RGS4 inhibitor: -8%

What do the screens show for `COc1ccc(CCNS(=O)(=O)c2ccc3c(c2)n(C)c(=O)c(=O)n3C)cc1OC`?
BAZ2B inh: 10%; HP1b binding inh: 33%; PI4K2A inh: -5; JMJD2A Tudor: -9%; ERG Ets-DNA blk: 0%; 12-LOX inh: 7%[57.4 µM]; G9a inh: 7%; GLS inh: -1%; RGS4 inhibitor: 3%

What do the screens show for `N#CCn1cc(/C=N/NC(=O)c2cc3c(ccc4ccccc43)o2)c2ccccc21`?
BAZ2B inh: 6%; HP1b binding inh: 45%[activator]; PI4K2A inh: -1; JMJD2A Tudor: -11%; ERG Ets-DNA blk: 17%; 12-LOX inh: 0%; G9a inh: 36%[59 µM]; GLS inh: -16%; RGS4 inhibitor: -57%[56.9 µM]

Results for CCN1C(=O)C2(C(C#N)=C(N)Oc3c2c(C)nn3-c2ccccc2)c2ccccc21 (configuration not stated) ?
BAZ2B inh: -4%; HP1b binding inh: 20%; PI4K2A inh: 0; JMJD2A Tudor: -27%; ERG Ets-DNA blk: 4%; 12-LOX inh: -16%; G9a inh: inconclusive; GLS inh: 15%; RGS4 inhibitor: -18%

Results for CCC(c1nnnn1C1CCCCC1)N1CCN(C2CCCC2)CC1 (configuration not stated) ?
BAZ2B inh: inconclusive; HP1b binding inh: 37%; PI4K2A inh: -4; JMJD2A Tudor: -10%; ERG Ets-DNA blk: 8%; 12-LOX inh: inconclusive; G9a inh: inconclusive; GLS inh: 7%; RGS4 inhibitor: 3%

What do the screens show for `O=C1C2C3CC(C2C(=O)N1c1cccc(Cl)c1)[C@H](O)C3O` (some centres not stated)?
BAZ2B inh: -13%; HP1b binding inh: 38%; PI4K2A inh: -2; JMJD2A Tudor: 3%; ERG Ets-DNA blk: 0%; 12-LOX inh: inconclusive; G9a inh: 25%; GLS inh: -1%; RGS4 inhibitor: 7%

How did CC(C)(C)C(=O)Nc1ccc(N2CCCC2)cc1 do in these assays?
BAZ2B inh: inconclusive; HP1b binding inh: 26%; PI4K2A inh: 1; JMJD2A Tudor: -9%; ERG Ets-DNA blk: 12%; 12-LOX inh: inconclusive; G9a inh: inconclusive; GLS inh: 21%; RGS4 inhibitor: -12%

Results for Cc1ccc(CCNC(=O)C2CCN(S(=O)(=O)c3ccc4nc5c(c(C(=O)O)c4c3)CCCC5)CC2)cc1 ?
BAZ2B inh: -3%; HP1b binding inh: 21%; PI4K2A inh: -18; JMJD2A Tudor: -23%; ERG Ets-DNA blk: -3%; 12-LOX inh: inconclusive; G9a inh: inconclusive; GLS inh: 6%; RGS4 inhibitor: -8%

What do the screens show for `Cc1c(NC(=O)CSc2nncn2-c2ccccc2)c(=O)n(-c2ccccc2)n1C`?
BAZ2B inh: 18%; HP1b binding inh: 14%; PI4K2A inh: 5; JMJD2A Tudor: -2%; ERG Ets-DNA blk: 5%; 12-LOX inh: -1%; G9a inh: -2%; GLS inh: 2%; RGS4 inhibitor: 28%

What do the screens show for `CCNC(=S)NNC(=O)c1cccnc1`?
BAZ2B inh: 6%; HP1b binding inh: 23%; PI4K2A inh: -1; JMJD2A Tudor: -22%; 12-LOX inh: 7%; G9a inh: 25%[59 µM]; GLS inh: 27%; RGS4 inhibitor: 10%

What do the screens show for `CC(C#N)Sc1ncnc2sc3c(c12)CCC3` (configuration not stated)?
BAZ2B inh: 53%[activator]; HP1b binding inh: 53%[activator]; PI4K2A inh: -1; JMJD2A Tudor: 3%; 12-LOX inh: -5%; G9a inh: -9%; GLS inh: 1%; RGS4 inhibitor: 4%

How did COC(=O)CCCCCc1ccc(C(C)=O)s1 do in these assays?
BAZ2B inh: 14%; HP1b binding inh: 70%[activator]; PI4K2A inh: -3; JMJD2A Tudor: 12%; ERG Ets-DNA blk: -5%; 12-LOX inh: -21%; G9a inh: -22%; GLS inh: -9%; RGS4 inhibitor: -5%

Results for CC(C)NC(=O)C1CCN(C2CCN(C(=O)c3scc4c3CCCC4)CC2)CC1 ?
BAZ2B inh: 3%; HP1b binding inh: 16%; PI4K2A inh: -13; JMJD2A Tudor: -19%; ERG Ets-DNA blk: 2%; 12-LOX inh: 4%; GLS inh: -1%; RGS4 inhibitor: 20%

Results for O=C(O)c1cccc(COc2ccc3c(c2)CCC3)c1 ?
BAZ2B inh: 19%; HP1b binding inh: -8%; PI4K2A inh: -12; JMJD2A Tudor: -13%; ERG Ets-DNA blk: -1%; 12-LOX inh: 55%[activator]; G9a inh: 50µM*; GLS inh: 14%; RGS4 inhibitor: 15%

What do the screens show for `Cc1csc(SCC(=O)Nc2cc(C(C)(C)C)nn2-c2ccccc2)n1`?
BAZ2B inh: -1%; HP1b binding inh: 67%[activator]; PI4K2A inh: -2; JMJD2A Tudor: 2%[57.1 µM]; ERG Ets-DNA blk: -14%; 12-LOX inh: 0%; G9a inh: 21%[59 µM]; GLS inh: -3%; RGS4 inhibitor: 14%[56.9 µM]

How did CC1=NN(C)C(=O)C1Cc1c(F)cccc1Cl (configuration not stated) do in these assays?
HP1b binding inh: 2%; PI4K2A inh: -1; JMJD2A Tudor: -11%; ERG Ets-DNA blk: 2%; 12-LOX inh: 1%; GLS inh: -6%; RGS4 inhibitor: -25%

What do the screens show for `Cc1cc(C(=O)CSc2nnnn2C)c(C)n1CCc1ccc(F)cc1`?
BAZ2B inh: 5%; HP1b binding inh: 26%; PI4K2A inh: 0; JMJD2A Tudor: -11%; ERG Ets-DNA blk: 1%; 12-LOX inh: -8%; G9a inh: 21%; GLS inh: -11%; RGS4 inhibitor: 12%

What do the screens show for `N#CC1=C(N)N2C(=C(C#N)C13CCCCC3)SC1CCCCC12O` (configuration not stated)?
BAZ2B inh: -23%; HP1b binding inh: 4%; PI4K2A inh: 1; JMJD2A Tudor: -20%; ERG Ets-DNA blk: -3%; 12-LOX inh: inconclusive; G9a inh: inconclusive; GLS inh: -6%; RGS4 inhibitor: 10%

What do the screens show for `Cc1cc(-c2nnc(SCC(=O)Nc3cccc(Cl)c3)n2N)n[nH]1`?
BAZ2B inh: 56µM*; HP1b binding inh: 45%[activator]; PI4K2A inh: 4; JMJD2A Tudor: -2%; ERG Ets-DNA blk: 3%; 12-LOX inh: -20%; G9a inh: 3%; GLS inh: 1%; RGS4 inhibitor: -34%

How did CCc1nnc(NC(=O)CSc2n[nH]c(-c3ccccc3O)n2)s1 do in these assays?
BAZ2B inh: -25%; HP1b binding inh: 45%[activator]; PI4K2A inh: 6; JMJD2A Tudor: 4%; ERG Ets-DNA blk: 11%; 12-LOX inh: -15%; G9a inh: 3%; GLS inh: 14%; RGS4 inhibitor: -20%

Results for Cc1ccc(Cl)cc1NC(=O)C1CCCN(S(=O)(=O)c2c(C)noc2/C=C/N(C)C)C1 (configuration not stated) ?
BAZ2B inh: inconclusive; HP1b binding inh: 25%; PI4K2A inh: -2; JMJD2A Tudor: -28%; ERG Ets-DNA blk: 9%; 12-LOX inh: 3%; G9a inh: inconclusive; GLS inh: 11%; RGS4 inhibitor: 36%

Results for COc1ccc(C)cc1NC(=O)CC(=O)Nc1ccc2nc3n(c(=O)c2c1)CCCCC3 ?
BAZ2B inh: inconclusive; HP1b binding inh: 27%; PI4K2A inh: -8; JMJD2A Tudor: inconclusive; ERG Ets-DNA blk: -1%; 12-LOX inh: inconclusive; G9a inh: inconclusive; GLS inh: 6%; RGS4 inhibitor: 14%

How did CN(c1nc2ccccc2[nH]c1=O)C1CCCCC1 do in these assays?
BAZ2B inh: -1%; HP1b binding inh: 9%; PI4K2A inh: 3; JMJD2A Tudor: -13%; ERG Ets-DNA blk: 8%; 12-LOX inh: -17%; G9a inh: -13%; GLS inh: 0%; RGS4 inhibitor: -7%

What do the screens show for `O=S(=O)(c1ccccc1)N1CCC2(CC1)OCCO2`?
BAZ2B inh: -10%; HP1b binding inh: 24%; PI4K2A inh: -7; JMJD2A Tudor: -16%; ERG Ets-DNA blk: 2%; 12-LOX inh: 1%; G9a inh: 1%; GLS inh: -10%; RGS4 inhibitor: -27%

Source: PubChem
